High-throughput results: PubChem BioAssay, Sanford-Burnham Center for Chemical Genomics
Apaf1 inhib – human Apaf-1 inhibition | inhibition, % at 20 µM | 330,000 compounds, 0.71% hits | O14727 | reconstituted apoptosome caspase-3 activity, DEVD-Rh110 fluorescence; active means inhibition of at least 40% at 20 µM;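 further: plate controls were DMSO wells for no effect and DEVD-CHO caspase inhibitor wells for full effect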
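System: Apoptosome proteins | Medium: Hepes pH 7.5 with detergent and BSA | Also added: Cytochrome c trigger plus (Z-DEVD)2-Rh110 caspase-3 substrate | Incubation: 30 min compound preincubation, 50 min activation, room temperature | Detection: Rhodamine 110 fluorescence at Ex 480/Em 540 nm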
SENP1 FRET inh – SENP1 (human) catalytic domain inhibition; Q9P0U3; inhibition, % at 10 µM; recombinant SENP1 catalytic domain, CyPet-SUMO1-YPet FRET cleavage; 360,000 compounds, 0.21% hits;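 active means inhibition at least 30% at 10 µM, raw YFP signal under a set limit, fluorescence ratio 0.5 to 1.5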;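 further: 0% = enzyme with DMSO and 100% = no enzyme wells; some results filed as inactive read as strong as hits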
Target sequence (Q9P0U3 419-644 limits assumed): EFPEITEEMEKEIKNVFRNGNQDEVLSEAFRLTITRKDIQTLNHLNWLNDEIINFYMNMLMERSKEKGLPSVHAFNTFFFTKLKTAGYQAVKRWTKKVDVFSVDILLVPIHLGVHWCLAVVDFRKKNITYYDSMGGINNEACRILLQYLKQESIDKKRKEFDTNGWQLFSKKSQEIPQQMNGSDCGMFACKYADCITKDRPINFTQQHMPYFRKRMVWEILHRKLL
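Test system: hSENP1 catalytic domain, recombinant; Amount: 20 pM final SENP1 enzyme; Medium: Tris pH 8 buffer plus EDTA, NaCl, BME, BSA, NP40, catalase; Schedule: 50 min enzyme reaction, room temperature, light-protected; Technique: FRET fluorescence in CFP and YFP emission channels; Controls: no-enzyme wells low, DMSO-plus-enzyme wells high control.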
SENP8 block-1 – blocks human SENP8 cleavage of Nedd8 substrate; recombinant SENP8, Nedd8 substrate fluorescence; inhibition, % at 20 µM; 360,000 compounds, 0.64% hits; AID 602440; in the data active means inhibition mostly above about 40%, no sharp cut-off; inactive means mostly below about 27%
SENP6 inh – inhibitors of human SENP6 protease | Q9GZR1 | Recombinant SENP6 catalytic domain, aminoluciferin luminescence | inhibition, % at 10 µM | 330,000 compounds, 1.8% hits | AID 2599;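 active means inhibition above about 50% at the single tested dose, limit read from the data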;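 further: plate controls were DMSO wells with enzyme for no effect and DMSO wells lacking enzyme for full effect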
Target sequence (Q9GZR1 628-1112 limits assumed): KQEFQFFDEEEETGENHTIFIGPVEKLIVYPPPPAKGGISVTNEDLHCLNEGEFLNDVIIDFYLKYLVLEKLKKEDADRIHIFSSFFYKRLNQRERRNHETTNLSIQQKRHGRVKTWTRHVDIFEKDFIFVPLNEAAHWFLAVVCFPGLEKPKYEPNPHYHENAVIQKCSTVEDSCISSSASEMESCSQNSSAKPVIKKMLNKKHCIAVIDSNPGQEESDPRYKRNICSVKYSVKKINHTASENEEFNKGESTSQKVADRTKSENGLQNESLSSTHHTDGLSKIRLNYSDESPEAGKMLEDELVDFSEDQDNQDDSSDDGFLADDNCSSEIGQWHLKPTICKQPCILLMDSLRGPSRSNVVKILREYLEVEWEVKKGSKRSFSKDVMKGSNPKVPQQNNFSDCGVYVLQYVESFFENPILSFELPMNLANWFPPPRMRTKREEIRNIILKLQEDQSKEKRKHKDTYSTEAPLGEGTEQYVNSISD
SENP8 block-2 – blocks the human protease SENP8 | Q96LD8 | purified SENP8, Z-RLRGG-aminoluciferin cleavage, luminescence | inhibition, % at 10 µM | 330,000 compounds, 1.2% hits | AID 2540; in the data active means inhibition above about 50%
A3G deaminase – inhibitors of human APOBEC3G DNA deaminase | recombinant A3G, ssDNA deamination FAM/TAMRA fluorescence | Q9HC16 | inhibition, % at 20 µM | 330,000 compounds, 0.28% hits;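 active means inhibition of at least 40% at 20 µM, with no more than 30% in the related APOBEC3A deaminase screen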;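 further: plate controls were DMSO wells with A3G for no effect and wells lacking A3G enzyme for full effect; some compounds called inactive have numbers as strong as hits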
SENP7 inh – blocks the human protease SENP7. Q9BQF6. recombinant SENP7, Z-RLRGG-aminoluciferin luminescence, 40 min. inhibition, % at 5 µM. 330,000 compounds, 1.5% hits. AID 434973;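 active means inhibition above about 50% at the single test dose, limit read from the data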;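 further: plate controls were DMSO with enzyme for no effect and no enzyme buffer wells for full effect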
UBC13 polyUb – blocks human UBC13 polyubiquitin chain formation | P61088 | TR-FRET | inhibition, % at 20 µM | 330,000 compounds, 0.47% hits; in the data active means inhibition above about 45%, passing the limit was not always enough
Target sequence (P61088 whole entry, looked up): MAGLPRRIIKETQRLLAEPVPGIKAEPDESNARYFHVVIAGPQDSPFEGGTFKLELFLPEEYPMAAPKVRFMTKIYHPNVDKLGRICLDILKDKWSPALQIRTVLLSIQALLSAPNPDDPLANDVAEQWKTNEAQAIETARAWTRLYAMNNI
* marks the source's active call; other numbers are inactive results; i = inactive; & = joins results of further samples.

no.	Compound	Apaf1 inhib	SENP1 FRET inh	SENP8 block-1	SENP6 inh
1	CC1CCCCN1Cc1cnc(Cl)s1 (configuration not stated)	8	-1	33	-8
2	CCSc1nnc(CNC(=O)C23CC4CC(CC(C4)C2)C3)n1C1CCCCC1	9	0	16	-11
3	CC(C)(CNS(=O)(=O)c1ccc(Br)s1)N1CCOCC1	10	-13	7	-11
4	CC(=O)NN1C(=O)/C(=C\c2ccccc2)SC1=S	0	4	28	-6
5	COc1ccc(CCNC(=O)C2CCN(C(=O)NC3CCCCC3)CC2)cc1	-2	1	9	-2
6	NC(N)=NS(=O)(=O)c1ccc(NC(=S)NC(=O)c2ccccc2)cc1	-1	2	9	-10
7	Cc1cc(C)nc(N2CCC(C(=O)NCc3ccccc3)CC2)n1	2	-1	-8	-6
8	CC(C)(C)NC(=O)CSc1nnc(-c2ccccc2)c(-c2ccccc2)n1	12	-1	21	-18
9	Cn1c2ccccc2c2cc(C(=O)OCC(=O)N3CC(=O)Nc4ccccc43)sc21	12	35*	-254	-8
10	O=c1oc2ccccc2c(Nc2cccc3cccnc23)c1[N+](=O)[O-]	17	3	15	0
11	Cc1noc(C)c1C(=O)N1CCC(Cc2ccccc2)CC1	-1	0	14	-9
12	Cc1ccccc1NC(=O)CC1S/C(=N/c2nccs2)N(C)C1=O (configuration not stated)	-6	3	15	-7
13	O=C(CCn1c(=O)sc2ccccc21)Nc1nccs1	5	1	8	3
14	O=S(=O)(c1ccc(-c2csc(Nc3ccc(Br)cc3)n2)cc1)N1CCCC1	5	9	-385	-1
15	Cc1ccc2nsnc2c1S(=O)(=O)N(CCO)Cc1cc2cc3c(cc2[nH]c1=O)OCCO3	-13	-14	-165	-32

no.	SENP8 block-2	A3G deaminase	SENP7 inh	UBC13 polyUb
1	-13	-3	-7	-2
2	-9	-6	-3	2
3	-19	-6	-5	3
4	-4	2	6	-7
5	-8	-3	3	0
6	9	-4	-1	-5
7	7	-2	5	14
8	2	-5	3	2
9	5	-3	2	6
10	-1	1	17	-14
11	-1	-2	3	7
12	-8	-2	0	-1
13	5	1	4	10
14	5	1	-2	-8
15	-5	-5	71*	0

Other results.
no.	Compound	Apaf1 inhib	SENP1 FRET inh	SENP8 block-1	SENP6 inh
16	CCn1nnc2cc(C(=O)Nc3cc(S(C)(=O)=O)ccc3Cl)ccc21	2	-2	-6	-8
17	COc1ccc(NC(=O)Nc2ccc3nc(C)c(C)nc3c2)cc1	14	7	-185	-8
18	Cn1c(=O)c(C(=O)CN2CCCCCC2)c(N)n(Cc2ccccc2)c1=O	1	-21	-418	24
19	O=C(O)CCC(=O)NCCn1c(-c2ccccc2)csc1=Nc1ccccc1	7	0&2	3&0	-57
20	O=C(CSc1nc2ccccc2c(=O)n1-c1ccc(Cl)cc1)c1ccco1	1	3	7	-12
21	N=c1c2c(-c3ccccc3)c(-c3ccccc3)n(Cc3ccco3)c2ncn1Cc1ccco1	29	-6	-5	-3
22	CC1=C(C(=O)OC(C)C)C(c2cncc(-c3ccc(F)cc3)c2)C(C#N)=C(N)O1 (configuration not stated)	12	-6	-42	-8
23	c1ccc(Cc2cc(-c3ccccc3)on2)cc1	0	4	1	42
24	CC(=O)Nc1ccc(S(=O)(=O)Nc2cc(-c3ccccc3)nn2C)cc1	5	3	16	-23
25	CCCCN(CC)CCCNC(=O)c1cc2cc3ccc(OC)cc3nc2o1	-2	-3	i	-26
26	N=C1/C(=C/c2coc3ccccc3c2=O)C(=O)N=C2SC(c3ccco3)=NN12	9	-41	-257	-8
27	CCc1nnc(NC(=O)C(NC(=O)c2ccccc2Cl)C(C)C)s1 (configuration not stated)	-21	3	10	2
28	CCc1ccc(N2CC(C(=O)OCC(=O)Nc3ccc(C(C)=O)cc3)CC2=O)cc1 (configuration not stated)	5	-1	10	2
29	Cc1cccc(C)c1NC(=O)CNC(=O)c1ccc(S(=O)(=O)NCc2ccco2)cc1	-9	-2	2	2
30	O=C(NCCCn1ccnc1)c1noc2c1CCc1ccccc1-2	47*	3	8	26

no.	SENP8 block-2	A3G deaminase	SENP7 inh	UBC13 polyUb
16	3	-8	-7	-1
17	-19	-7	-2	-12
18	1	1	2	7
19	-2	-8	0	-9
20	-6	-9	-8	-5
21	2	-3	-2	37
22	3	-4	5	-1
23	6	1	30	-1
24	-1	-8	2	4
25	-12	-3	-3	21
26	0	30	3	3
27	-2	-4	9	6
28	-12	-3	-5	6
29	8	-4	5	0
30	12	-4	10	-2

Next part
no.	Compound	Apaf1 inhib	SENP1 FRET inh	SENP8 block-1	SENP6 inh
31	CC(C)CN(C(=O)CN1CCN(c2ccc(F)cc2)CC1)c1c(N)n(CC(C)C)c(=O)[nH]c1=O	-6	-9	12	-5
32	CCN(c1ccc(OC)cc1)S(=O)(=O)c1nnc(NC(=O)c2ccc(C)cc2)s1	6	0	-125	13
33	COc1cccc(C(=O)NCCS(=O)(=O)NCC2CCCO2)c1 (configuration not stated)	-3	1	27	-18
34	CC(=O)c1ccc(NC(=O)CCc2nc3sc4c(c3c(=O)[nH]2)CCCC4)cc1	13	-18	-31	-18
35	C/C(=C\c1ccccc1)C(=O)n1nnc2ccccc21	-9	2	8	-21
36	C[C@H](NC(=O)c1nc[nH]c1C(=O)N1CCc2ccccc2C1)C(=O)OCc1ccccc1	14	-2	23	18
37	Clc1cc2nc3ccccn3c2cc1Cl	-3	-10	i	-13
38	COC(=O)C1=C(C)NC(C)=C(C(=O)OC)C1C(=O)OCCN1C(=O)c2ccccc2C1=O	-9	1&-1	-72&-25	1
39	CN(C)/C=C1\SC(=S)N(c2ccc(Br)cc2)C1=O	-1	3	12	-7
40	CC1CCN(S(=O)(=O)c2ccc3c(c2)c(=O)c(C(=O)NC2CCCC2)cn3C)CC1	6	0	19	-22
41	CC1CCN(c2nc(/C=C/c3ccccc3)nc3ccccc23)CC1	16	0	-140	-7
42	COC(=O)C1=C(C)N(CCCC(=O)O)C(=O)NC1c1ccc(Cl)cc1 (configuration not stated)	0	1	22	-11
43	CCOC(=O)C1=C(c2ccc(OC)cc2)OC(N)=C(C#N)C1c1cccnc1 (configuration not stated)	-3	-11	-67	-4
44	COCCN(C(=O)COC(=O)c1cc2c(s1)CCC2)c1c(N)n(Cc2ccccc2)c(=O)[nH]c1=O	25	-9	-66	-84
45	CNc1nnc(CSc2nc3ccccc3s2)s1	5	0	17	0

no.	SENP8 block-2	A3G deaminase	SENP7 inh	UBC13 polyUb
31	-4	-5	-3	-15
32	1	-4	4	-15
33	-6	0	-6	-2
34	-16	17	11	17
35	-3	1	5	2
36	10	-10	-1	1
37	-8	-5	-5	10
38	5	-1	-3	-1
39	6	1	1	-4
40	-7	-7	-16	6
41	-13	-7	-6	4
42	2	-10	6	-2
43	1	13	-5	-13
44	-1	80	-10	9
45	-13	-5	-13	-1

Next records follow:
no.	Compound	Apaf1 inhib	SENP1 FRET inh	SENP8 block-1	SENP6 inh
46	Cc1cccc(NC(=O)C2CCCN(S(=O)(=O)c3cccc4nsnc34)C2)c1 (configuration not stated)	5	7	14	-7
47	O=C(COC(=O)COc1ccccc1Cl)Nc1ccccc1OC(F)F	7	4	19	-2
48	COc1ccc(C(=O)c2sc(Nc3cccc(OC)c3)c(C(=O)Nc3cccc(C)c3C)c2N)cc1	20	-8	-65	9
49	CCCCOc1ccc(C(O)(CCC)CCN2CCOCC2)cc1 (configuration not stated)	3	2	18	-4
50	Cc1ccccc1C(=O)NNC(=O)CSc1nc2ccccc2c(=O)[nH]1	-11	1	-6	2
51	Cc1ccc(C)c(S(=O)(=O)N2CCN(C(=O)CCNS(=O)(=O)c3ccc(C)c(C)c3)CC2)c1	12	0	22	-3
52	COC(=O)Cn1c(=NC(=O)c2cccc(OC)c2)sc2cc(OC)ccc21	8	0	-385	18
53	O=[N+]([O-])c1cc(/C=N/O)ccc1SCc1ccccc1Cl	-11	2	5	0
54	CCOc1ccc(N2C(=O)CC(N3CCN(c4ccc(F)cc4)CC3)C2=O)cc1 (configuration not stated)	9	1	25	-4
55	COc1ccc(C(=O)/C=C/Nc2c(C)n(C)n(-c3ccccc3)c2=O)cc1OC	-1	31*	-53	8
56	CCOC(=O)c1cn(Cc2cccc(Cl)c2)c2cc(C)nn2c1=O	-15	-1	-222	5
57	O=C(/C=C/c1ccco1)OCC(=O)N1CCCCC1	-12	1	12	-11
58	COc1ccc(Cl)cc1C(=O)NNC(=O)COC(=O)c1cccs1	-4	0	-16	4
59	O=C(COc1ccc(Cl)cc1)Nc1cccc(S(=O)(=O)NCc2ccco2)c1	10	2	7	2
60	N#Cc1ccc(-n2c(-c3ccccc3)nnc2-c2ccccc2)cc1C#N	5	5	-210	4
61	Cc1nc2ccccc2c(N)c1C(=O)/C=C/c1ccccc1	-6	5	-39	-12
62	CCc1ccc(OCC(=O)OC(C)C(=O)NC2CC2)cc1 (configuration not stated)	5	4	8	-7
63	CC1(C)Cc2ccccc2C2CC(O)C(=O)N21 (configuration not stated)	36	-39	40*	-2

no.	SENP8 block-2	A3G deaminase	SENP7 inh	UBC13 polyUb
46	-8	-1	2	6
47	-2	-12	-14	-2
48	1	4	12	-20
49	-7	1	-1	3
50	3	1	0	-3
51	-7	-8	11	6
52	-4	-3	0	35
53	-6	-6	2	3
54	-6	1	4	-4
55	5	-1	4	-6
56	-3	0	7	11
57	-12	14	1	-11
58	-3	-9	10	10
59	-3	-4	2	11
60	2	-2	-1	2
61	-4	-8	11	6
62	9	-9	-4	3
63	4	10	4	-2

Exported with values under each structure: 11 of the compounds above.
Fields – Apaf1 inhib	SENP1 FRET inh	SENP8 block-1	SENP6 inh	SENP8 block-2	A3G deaminase	SENP7 inh	UBC13 polyUb
(49) CCCCOc1ccc(C(O)(CCC)CCN2CCOCC2)cc1 (configuration not stated)
 : 3	2	18	-4	-7	1	-1	3
(50) Cc1ccccc1C(=O)NNC(=O)CSc1nc2ccccc2c(=O)[nH]1
 : -11	1	-6	2	3	1	0	-3
(51) Cc1ccc(C)c(S(=O)(=O)N2CCN(C(=O)CCNS(=O)(=O)c3ccc(C)c(C)c3)CC2)c1
 : 12	0	22	-3	-7	-8	11	6
(52) COC(=O)Cn1c(=NC(=O)c2cccc(OC)c2)sc2cc(OC)ccc21
 : 8	0	-385	18	-4	-3	0	35
(53) O=[N+]([O-])c1cc(/C=N/O)ccc1SCc1ccccc1Cl
 : -11	2	5	0	-6	-6	2	3
(54) CCOc1ccc(N2C(=O)CC(N3CCN(c4ccc(F)cc4)CC3)C2=O)cc1 (configuration not stated)
 : 9	1	25	-4	-6	1	4	-4
(55) COc1ccc(C(=O)/C=C/Nc2c(C)n(C)n(-c3ccccc3)c2=O)cc1OC
 : -1	31*	-53	8	5	-1	4	-6
(56) CCOC(=O)c1cn(Cc2cccc(Cl)c2)c2cc(C)nn2c1=O
 : -15	-1	-222	5	-3	0	7	11
(57) O=C(/C=C/c1ccco1)OCC(=O)N1CCCCC1
 : -12	1	12	-11	-12	14	1	-11
(58) COc1ccc(Cl)cc1C(=O)NNC(=O)COC(=O)c1cccs1
 : -4	0	-16	4	-3	-9	10	10
(59) O=C(COc1ccc(Cl)cc1)Nc1cccc(S(=O)(=O)NCc2ccco2)c1
 : 10	2	7	2	-3	-4	2	11
